MEP2 TOR yeast: yeast TOR pathway MEP2-GFP modulation; S. cerevisiae MEP2-GFP strain, flow cytometry GFP, 3 h; 100% = DMSO control level; 0.51% of 330,000 active; GFP response vs DMSO, % at 10 µM;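 active means GFP response versus DMSO above a set limit, roughly screen mean plus 3 SD, cut at about 180% in these data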;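 further: median GFP fluorescence of the barcode-gated MEP2-GFP cells per well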
CIT2 TOR yeast: modulators of TOR pathway CIT2-GFP in S. cerevisiae | GFP response vs DMSO, % at 10 µM | S. cerevisiae CIT2-GFP strain, flow cytometry, 3 h; 100 means same as DMSO wells | 0.065% of 320,000 active;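 active means GFP response relative to DMSO above a set limit, near the screen mean plus 3 SD, cut at about 150% in these data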;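 further: ratio of well median GFP fluorescence to mean of DMSO wells on the plate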
GRK2 aptamer HTS: human GRK2 inhibition via aptamer displacement. P25098. bead flow cytometry, FAM-aptamer displacement from GRK2. inhibition of aptamer binding, % at 10 µM. 0.59% of 330,000 active. AID 488847;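 active means inhibition of aptamer binding above 40%, roughly 3 SD of noise, on plates passing a quality check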;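 further: median bead fluorescence of bound FAM aptamer so fluorescent compounds give negative values; no value below 0 was filed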
Target sequence (P25098 whole entry, looked up): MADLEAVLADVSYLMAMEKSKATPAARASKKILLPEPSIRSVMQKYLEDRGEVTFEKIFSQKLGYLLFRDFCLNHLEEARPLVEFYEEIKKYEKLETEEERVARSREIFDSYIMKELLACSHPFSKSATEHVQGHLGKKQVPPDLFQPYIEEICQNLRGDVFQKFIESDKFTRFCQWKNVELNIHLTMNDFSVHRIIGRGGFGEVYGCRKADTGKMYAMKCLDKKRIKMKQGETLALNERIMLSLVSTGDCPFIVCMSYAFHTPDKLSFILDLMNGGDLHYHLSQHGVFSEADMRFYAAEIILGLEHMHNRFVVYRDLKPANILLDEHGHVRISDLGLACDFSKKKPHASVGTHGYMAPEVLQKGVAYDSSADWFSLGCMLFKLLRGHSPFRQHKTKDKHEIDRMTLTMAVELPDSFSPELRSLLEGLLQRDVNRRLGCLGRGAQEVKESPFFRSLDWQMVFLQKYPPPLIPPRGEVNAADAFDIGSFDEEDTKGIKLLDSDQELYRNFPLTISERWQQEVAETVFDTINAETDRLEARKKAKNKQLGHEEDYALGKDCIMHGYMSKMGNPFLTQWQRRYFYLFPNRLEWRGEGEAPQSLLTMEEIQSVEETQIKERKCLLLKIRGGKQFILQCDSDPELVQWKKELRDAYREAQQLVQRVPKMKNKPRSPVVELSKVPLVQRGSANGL
VLA-4 inh: inhibition in a human VLA-4 binding assay | inhibition, % (about 7 µM as worked out from the volumes in the protocol) | VLA-4 expressing cells, ligand binding flow cytometry | 0.2% of 330,000 active | AID 2557; in the data active means inhibition above about 50%
LAP4 TOR yeast: modulators of TOR pathway LAP4-GFP in S. cerevisiae; S. cerevisiae LAP4-GFP multiplex, flow cytometry GFP, 3 h; median GFP as percent of DMSO wells; GFP response vs DMSO, % at 10 µM; 0.34% of 320,000 active;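 active means GFP response vs DMSO above a set limit, about the screen mean plus 3 SD, cut at about 150% in these data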
JMJD2C inh: inhibitors of human GASC-1 (JMJD2C) demethylase. Q9H3R0. GST-JMJD2C(1-420) H3K9me3 demethylation, DELFIA europium. inhibition, % at 2.35 µM. 0.069% of 330,000 active. AID 2099;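 active means more than half of a compound's replicate wells show inhibition beyond 50%, single wells judged on their own value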;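 further: signal counts dimethyl H3K9 product captured on neutravidin plate; 0% = median of DMSO wells and 100% = 0.3 times that DMSO median; strong numbers were not always called active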
Target sequence (Q9H3R0 1-420 limits assumed): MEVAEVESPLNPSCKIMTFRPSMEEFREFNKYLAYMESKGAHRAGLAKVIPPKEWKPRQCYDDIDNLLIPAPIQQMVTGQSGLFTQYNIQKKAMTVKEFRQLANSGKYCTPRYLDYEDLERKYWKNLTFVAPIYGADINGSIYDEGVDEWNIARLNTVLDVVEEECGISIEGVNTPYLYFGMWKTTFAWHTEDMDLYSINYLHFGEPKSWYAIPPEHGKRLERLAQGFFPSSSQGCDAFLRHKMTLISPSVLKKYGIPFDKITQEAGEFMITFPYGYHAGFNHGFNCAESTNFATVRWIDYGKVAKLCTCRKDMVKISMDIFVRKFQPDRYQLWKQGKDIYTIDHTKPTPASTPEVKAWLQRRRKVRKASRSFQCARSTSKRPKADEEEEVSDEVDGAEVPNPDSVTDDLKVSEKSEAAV
RPL19A-GFP yeast: alters RPL19A-GFP fluorescence in TOR pathway yeast screen. percent response vs DMSO, % at 10 µM. S. cerevisiae RPL19A-GFP strain, flow cytometry, 3 h; stronger effect = lower value. 0.3% of 330,000 active. AID 2025;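 active means percent response vs DMSO below 50%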;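 further: median channel GFP fluorescence of the barcoded RPL19A-GFP strain; ratio of sample median GFP to plate DMSO average so 100% = DMSO; lower means less RPL19A-GFP as with rapamycin TOR inhibition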
AGP1-GFP MLPCN: yeast TOR pathway AGP1-GFP modulation | S. cerevisiae AGP1-GFP multiplex flow cytometry, 3 h; GFP as percent of DMSO wells | GFP response vs DMSO, % at 10 µM | 0.02% of 320,000 active | AID 2066;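 active means GFP response relative to DMSO above a set limit, near screen average plus 3 SD, cut at about 150% in these data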;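 further: median GFP channel fluorescence of the gated AGP1 strain per well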
* hit, by the source's call; · = no result given; & = joins results of further samples.

SMILES | MEP2 TOR yeast | CIT2 TOR yeast | GRK2 aptamer HTS | VLA-4 inh | LAP4 TOR yeast | JMJD2C inh | RPL19A-GFP yeast | AGP1-GFP MLPCN
Nc1c(C(=O)NC2CCCC2)c2nc3ccccc3nc2n1N | 94 | 89 | 0 | -9 | · | -5 | 99 | 88
COc1ccc(N2CC(C(=O)OCC(=O)NCc3ccccc3)CC2=O)cc1 (stereo unspecified) | 100 | 93 | 0 | 2 | 98 | -22 | 94 | 96
CCCN(Cc1ccccc1)C(=S)Nc1ccc(OC(F)F)cc1 | 96 | 98 | 3 | 10 | 94 | 7 | 106 | 101
CSc1cccc(NC(=O)C(=O)NCc2ccccc2)c1 | 103 | · | 2 | 2 | · | 0 | 103 | ·
NC(=O)CCC(NC(=O)c1ccc(Cl)cc1)C(=O)O (stereo unspecified) | 91 | 91 | 0 | 0 | 118 | -16 | 96 | 97
CCC(=O)NNc1nc2c(F)cc(F)cc2s1 | 95 | 94 | 0 | 18 | 107 | -32 | 98 | 104
O=C1C2C3C=CC(C3)C2C(=O)N1c1ccc(Cc2ccncc2)cc1 (stereo unspecified) | 111 | 91 | 0 | 11 | 103 | 8 | 96 | 102
CN(C(=O)CSc1ncnc2sccc12)C1CCCCC1 | 107 | 90 | 2 | -2 | 108 | 3 | 100 | 98
CCOC(=O)C(NC(=O)c1ccccc1)(OCc1ccc(F)cc1)C(F)(F)F (stereo unspecified) | 102 | 93 | 0 | 16 | 96 | 2 | 100 | 99
O=C(c1ccco1)N1CCN(C(=O)c2ccccc2Oc2ccccc2)CC1 | 103 | 100 | 1 | 5 | 96 | -26 | 97 | 102
COc1cccc(NC(=O)CN(C)C(=O)c2cccnc2Nc2cccc(C(F)(F)F)c2)c1 | 101 | 96 | 5 | 22 | 107 | 7 | 98 | 98
COc1ccc(NC(=O)CSc2ccc(F)cc2)cc1S(=O)(=O)N1CCCCC1 | 94 | 102 | 0 | 11 | 89 | -4 | 100 | 99
Cc1cc(=O)oc2cc(OCC(=O)N3c4ccccc4NC(=O)C3(C)C)ccc12 | 99 | 108 | 5 | 0 | 89 | 3 | 97 | 99
COc1cc(NC(=O)C(=O)N2CCN(C)CC2)c(OC)cc1Cl | 95 | 98 | 1 | 21 | 119 | -2 | 97 | 112
Cc1ccc(C(=O)Nc2ccc(N3CCN(C(=O)c4ccco4)CC3)cc2)cc1 | 100 | 103 | 0 | 10 | 95 | 0 | 103 | 101
O=C(Nc1ccc(F)c(F)c1)c1ccco1 | 107 | 112 | 0 | 9 | 102 | 3 | 112 | 107
CCOC(=O)Cc1csc(NC(=O)Cn2c(=O)oc3ccccc32)n1 | 104 | 98 | 0 | 9 | 102 | 9 | 95 | 96
CC(C)N1CCC(N2CCN(Cc3nc4ccccc4s3)CC2CCO)CC1 (stereo unspecified) | 93 | 81 | 0 | -7 | 95 | 3 | 100 | 103
c1ccc(CN2CCN(CCCNc3ccc4nnc(-c5ccccc5)n4n3)CC2)cc1 | 89 | 102 | 0 | -8 | 89 | 2 | 102 | 94
C=CC[C@@H](CC(=O)N(CCO)Cc1ccccc1)C(=O)N[C@@H](COC(=O)[C@@H](CC=C)Cc1ccc(F)cc1)Cc1c[nH]c2ccccc12 | 92 | 95 | 0 | 11 | 96 | 9 | 97 | 104
COC(=O)c1sccc1NC(=O)Nc1cccc(OC)c1 | 106 | 106 | 0 | 6 | 100 | -3 | 112 | 102
COc1ccc(NC2CCCN(C(=O)c3ccc(OC)cc3OC)C2)cc1 (stereo unspecified) | 104 | 103 | 4 | 0 | 85 | 20 | 114 | 98
Cc1ccc(C)c(C(=O)Cn2ncc(Cl)c(Cl)c2=O)c1 | 97 | 98 | 0 | -2 | 105 | 9 | 98 | 105
Cc1n[nH]c(=O)c2c(NC(=O)COC(=O)/C=C/c3cccc(C(F)(F)F)c3)oc(C)c12 | 97 | 97 | 0 | 2 | 103 | -7 | 98 | 99
O=C1N/C(=C/c2ccc(Br)cc2)C(O)=C1C=NCc1ccccc1 | 88 | 91 | 0 | 0 | 92 | 5 | 97 | 95
Cc1c(C(=O)Nc2ccc(C(F)(F)F)cc2)sc2ncn(CC(=O)N3CCN(c4ccccn4)CC3)c(=O)c12 | 99 | 93 | 0 | 5 | 100 | 5 | 97 | 104
CC(=O)Nc1scc(-c2ccccc2)[n+]1-c1ccc(C)cc1 | 107 | 101 | 0 | 10 | 98 | -24 | 104 | 101
COc1ccc(CCNc2nc(C)nc3c2nnn3Cc2ccccc2)cc1OC | 92 | 88 | 3 | 4 | 80 | -6 | 93 | 90
Nc1nc2n(n1)C(c1cccs1)CC(c1ccc(F)cc1)N2 (stereo unspecified) | 103 | 105 | 1 | 3 | 100 | 5&4 | 101 | 100
COc1ccc(NC(=O)C2C3CCC(O3)C2C(=O)O)cc1OC (stereo unspecified) | 101 | 103 | 0 | 10 | 94 | 4 | 99 | 96
CCOc1ccc(CCNC(=O)COC(=O)c2cccc(S(=O)(=O)N3CCCCC3)c2)cc1OCC | 99 | 83 | 0 | 13 | 109 | -20 | 97 | 109
COCCNc1nc(-n2nc(C)cc2C)nc2sc3c(c12)CCCC3 | 99 | 94 | 0 | -32 | 105 | -11 | 92 | 102
CC(C)(C)NS(=O)(=O)c1ccc2[nH]c3c(c2c1)CCCCC3 | 104 | 102 | 3 | 10 | 105 | -2 | 103 | 106
CC1=NN(C(=O)c2ccccc2F)C(O)(c2ccc(Cl)cc2)C1 (stereo unspecified) | 102 | 108 | 0 | -2 | 87 | -2 | 108 | 107
CCCC(=O)Nc1c2c(nn1-c1ccccc1)CSC2 | 102 | 101 | 2 | 3 | 89 | 6 | 90 | 92
O=C(OCC(=O)N1CCCCCC1)c1ccc(Cl)c(S(=O)(=O)N2CCCC2)c1 | 108 | · | 11 | 0 | 92 | 47 | 88 | 98
CN(CC(=O)Nc1ccccc1Cl)C(=O)c1ccccc1Sc1ccccc1C#N | 98 | 91 | 0 | 5 | 95 | 2 | 96 | 101
CCCc1cc(=O)oc2cc(C)c3c(C)coc3c12 | 104 | 93 | 0 | 22 | 118 | 9 | 101 | 97
CC(=O)Nc1ccc(NC(=O)CSc2nccn2Cc2ccco2)cc1 | 104 | 104 | 3 | 3 | 96 | 1 | 105 | 102
Cn1c(=O)cc(SCC(=O)NCCN2CCN(c3ccccc3F)CC2)c2cc(Cl)ccc21 | 102 | 99 | 2 | 18 | 110 | 1 | 104 | 107
C#Cc1ccc(CN2CCN(CCCc3ccccc3)C(CCO)C2)cc1 (stereo unspecified) | 109 | 107 | 0 | 4 | 92 | 7 | 106 | 100
O=C(OCCOCCN=C1NS(=O)(=O)c2ccccc21)C1CC(=O)N(c2ccccc2)C1 (stereo unspecified) | 100 | 105 | 2 | 2 | 100 | -5 | 98 | 104
S=C(c1ccc(-c2ccc(Br)cc2)o1)N1CCCCC1 | 90 | 109 | 1 | -7 | 100 | -2 | 94 | 110
C/C(=N\N1CCN(Cc2ccc(Cl)cc2)CC1)c1ccc([N+](=O)[O-])cc1 | 97 | 101 | 0 | -4 | 98 | 2 | 97 | 99
CCCCn1c(=O)cc(C)n(-c2ccccc2)c1=O | 99 | 92 | · | 5 | 103 | -5 | 97 | 102
COc1cccc(CN2CCNC(=O)C2CC(=O)NCCOc2cccnc2)c1 (stereo unspecified) | 96 | 100 | 0 | -1 | 90 | 1 | 98 | 95
O=C(O)c1cccc2c(/C=N/Nc3ccccn3)c[nH]c12 | 101 | 97 | 0 | 9 | 96 | 5 | 98 | 101
O=C(OCCN1CCN(c2ncc(C(F)(F)F)cc2Cl)CC1)c1ccc(F)cc1 | 99 | 98 | 6 | 9 | 98 | 11 | 99 | 102
CC(C)CC(=O)NC(=S)Nc1ccc(S(=O)(=O)Nc2nccs2)cc1 | 118 | 105 | 0 | 4 | 100 | -1 | 106 | 100
CCN(CC)S(=O)(=O)c1cccc(NC(=O)COC(=O)CNC(=O)c2cccc(F)c2)c1 | 95 | 109 | 0 | 1 | 91 | -22 | 100 | 102
O=C(O)C1C2CCC(C2)C1C(=O)NCc1ccco1 (stereo unspecified) | 111 | 106 | 2 | 0 | 102 | -17 | 102 | 95
CSCCC(NC(=O)/C(=C\c1ccc(Cl)cc1)NC(=O)c1ccccc1)C(=O)O (stereo unspecified) | 104 | 105 | 0 | -2 | 112 | -1 | 97 | 107
O=C(CCn1cnc2ccccc21)N=Nc1c(O)[nH]c2ccccc12 | 99 | 102 | 3 | -4 | 104 | 3 | 101 | 105
O=C(COc1ccccc1F)NNC(=O)c1ccc(N2CCCCC2)c([N+](=O)[O-])c1 | 101 | 98 | 1 | 19 | 93 | -6 | 96 | 92
CC(C)[C@H](NC(=O)c1ccccc1)C(=O)OCC(=O)N1CCc2ccccc2C1 | 92 | · | 1 | -3 | 95 | -1 | 92 | 83
O=C(COc1ccccc1)OCC(=O)N1CCCc2ccccc21 | 97 | 101 | 2 | 3 | 109 | -36 | 100 | 113
CCOc1ccc(S(=O)(=O)N(CC)CC(=O)NC2CC2)cc1 | 93 | 89 | 3 | -2 | 89 | 3 | 100 | 91
Cc1ccc(N(Cc2ccccc2)C(=O)c2ccc(C)c(S(=O)(=O)N3CCOCC3)c2)cc1 | 95 | 96 | 5 | -7 | 103 | -2 | 99 | 100
Cc1ccc(C(=O)C(C)Oc2ccc3ccc(=O)oc3c2)cc1 (stereo unspecified) | 98 | 88 | 0 | 0 | 105 | 0 | 101 | 94
Cc1ccc(NC(=S)N(CCCN2CCCC2)Cc2cccn2Cc2ccc(Cl)cc2)cc1C | 106 | 99 | 0 | 20 | 108 | -12 | 105 | 102

Remaining list, next part.
SMILES | MEP2 TOR yeast | CIT2 TOR yeast | GRK2 aptamer HTS | VLA-4 inh | LAP4 TOR yeast | JMJD2C inh | RPL19A-GFP yeast | AGP1-GFP MLPCN
CCCCNC(=S)Nc1ccc(C(F)(F)F)cc1 | 94 | 70 | 1 | 24 | 146 | -3 | 101 | 90
COCCN(Cc1nc2ccccc2c(=O)[nH]1)C(=O)c1cccc(S(=O)(=O)N2CCCC2)c1 | 104 | 102 | 0 | 1 | 103 | · | 104 | 102
NS(=O)(=O)c1cccc(NC(=O)c2cccc(-c3ccc(O)cc3)c2)c1 | 114 | 97 | 0 | -1 | 104 | 0 | 100 | 98
O=C(c1ccc(=O)[nH]c1)N(Cc1ccco1)C1(C(=O)NC2CCCC2)CCCCC1 | 92 | 83 | 13 | -1 | 95 | 2 | 94 | 92
Cc1ccc(N(CC(=O)NCCc2ccc(Cl)cc2)S(=O)(=O)c2c(C)noc2C)cc1 | 111 | 95 | 0 | 0 | 97 | -2 | 105 | 98
c1ccc2c(c1)N1CCN=C1N2CCN1CCCCC1 | 108 | 111 | 0 | 4 | 104 | 0 | 105 | 112
CS(=O)(=O)N1CCC(Oc2ccccc2C(=O)N2CCNC(=O)C2)CC1 | 95 | 89 | 0 | -14 | 89 | 3 | 95 | 94
COc1cccc(CNCc2cc(OC)cc(OC)c2)c1 | 90 | 93 | 0 | 1 | 77 | 3 | 94 | 21
Cc1ccc(S(=O)(=O)N2CCN(C(=O)c3cccs3)CC2)cc1 | 120 | 106 | 3 | -7 | 106 | 27 | 101 | 104

One compound at a time, from the list above.
O=C1C2C3C=CC(C3)C2C(=O)N1c1ccc(Cc2ccncc2)cc1 (stereo unspecified) as listed: MEP2 TOR yeast: 111; CIT2 TOR yeast: 91; GRK2 aptamer HTS: 0; VLA-4 inh: 11; LAP4 TOR yeast: 103; JMJD2C inh: 8; RPL19A-GFP yeast: 96; AGP1-GFP MLPCN: 102
c1ccc(CN2CCN(CCCNc3ccc4nnc(-c5ccccc5)n4n3)CC2)cc1 as listed: MEP2 TOR yeast: 89; CIT2 TOR yeast: 102; GRK2 aptamer HTS: 0; VLA-4 inh: -8; LAP4 TOR yeast: 89; JMJD2C inh: 2; RPL19A-GFP yeast: 102; AGP1-GFP MLPCN: 94

Screening data (PubChem BioAssay)
